hERG WT inh: qHTS for Inhibitors of KCHN2 3.1: Wildtype qHTS; Voltage-gated inwardly rectifying potassium channel KCNH2 (Homo sapiens), Q12809; U2OS, BacMam KCNH2, thallium flux FluxOr; active compounds read low; activity change, % at 1.84 µM; 340,000 tested, 0.37% active; AID 720551, 2013;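 active = maximum activity change below -70%; inconclusive = maximum activity change between -70% and -50%; inactive = maximum activity change above -50%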; also: % is scaled to controls: 0 for no effect and ±100 for the full control effect
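U2OS cells were transduced with wild-type KCNH2 virus (2.03 x 10^8 / mL) for 4 h at room temperature, then cultured overnight at 37 C. Thallium flux was read with FluxOr dye. Rate constants were normalized to DMSO controls.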
A-T KAP1 phos: qHTS Assay for Identifying a Potential Treatment of Ataxia-Telangiectasia; […] A-T fibroblasts, KAP-1 phosphorylation AlphaLISA; neocarzinostatin DNA damage 30 min before lysis; Potency, µM (top dose mostly 57.5 µM), inactives show at the top dose activation, usual class: activators; 320,000 tested, 0.19% active; AID 485349, 2010; also: potency is read from the fitted curve at half-maximal effect; % of control where 0% means no effect; nearly all actives have a fitted effect of over 45% in size
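hTERT-immortalized A-T patient fibroblasts ([…]), 500 cells/well in OPTI-MEM, 1% FBS, got compounds for 60 min, then NCS for 30 min at 37C. Lysates were then assayed for phospho-KAP-1 by AlphaLISA (anti-pKAP1 donor, anti-KAP1 acceptor beads), 6 hr at 25C.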
MLL CXXC-DNA inh: qHTS Fluorescence Polarization Assay for Inhibitors of MLL CXXC domain - DNA interaction; MLL-CXXC / FITC-HOXA9 DNA fluorescence polarization; Potency, µM (doses to about 115 µM), for inactives: at the top dose activity change, negative = inhibition, hits mostly inhibitors; 290,000 tested, 0.037% active; AID 2662, 2010; active = well fitted inhibition curve with a large enough effect in the polarisation, with a control signal flat, not every such curve was filed as active; inconclusive = small, poorly fitted or top-dose-only effect, or effect the other way, or a change in a side signal; inactive = no such curve, though single readings can be large or run the other way; the % refers to the polarisation; also: potency is read from the fitted curve at half-maximal effect
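Purified MLL-CXXC (added from a 7 uM solution) was preincubated 5 min at ambient with pinned compounds in 50 mM Tris-HCl pH 7.5, 50 mM NaCl, 1 mM DTT, 0.05% BSA. Fluorescein-labeled HOX-A9 DNA (50 nM solution) followed, 30 min, then polarization read.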
GALK inhibitor: qHTS Assay for Inhibitors of Human Galactokinase (GALK) | P51570 | AID 1868, 2009 | Potency, µM (series often up to 57.5 µM), for inactives: top-dose activity change, negative = inhibition, usual class: inhibitors | Purified GALK, Kinase-Glo residual ATP luminescence | 270,000 tested, 0.007% active; also: potency is read from the fitted curve at half-maximal effect; % is scaled to controls: 0 for no effect and ±100 for the full control effect
Target sequence (P51570 whole entry, looked up): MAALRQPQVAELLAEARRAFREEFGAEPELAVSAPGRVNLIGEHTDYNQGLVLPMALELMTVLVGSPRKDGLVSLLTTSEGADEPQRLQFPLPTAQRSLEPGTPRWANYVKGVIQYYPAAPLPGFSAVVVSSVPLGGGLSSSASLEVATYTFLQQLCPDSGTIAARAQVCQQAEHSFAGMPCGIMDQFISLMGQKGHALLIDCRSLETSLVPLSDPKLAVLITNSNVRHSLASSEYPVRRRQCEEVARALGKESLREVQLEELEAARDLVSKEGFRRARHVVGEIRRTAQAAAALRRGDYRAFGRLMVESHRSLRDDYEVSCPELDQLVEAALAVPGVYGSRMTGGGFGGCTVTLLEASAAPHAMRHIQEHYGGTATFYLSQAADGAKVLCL
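Kinase-Glo Plus luminescence measured ATP left after a 1 h room-temperature reaction. The reaction used 5 nM GALK, 100 uM galactose and 35 uM ATP at pH 8.0 (20 mM HEPES, 5 mM MgCl2, 60 mM NaCl, 1 mM DTT, 0.01% BSA).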
Giardia killer: Small Molecules that selectively kill Giardia lamblia: qHTS. Giardia lamblia trophozoite viability. activity change, % at 7.66 µM, hits read low. 340,000 tested, 0.15% active. AID 540267, 2011; in the data active = activity change below about -80%; inconclusive = between about -30% and that limit;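 also: parasites exposed to compound for two days anaerobically before the ATP read; % is scaled to controls: 0 for no effect and ±100 for the full control effect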
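ATP-content bioluminescence gauges trophozoite survival. Cells (100/well) receive compound and incubate anaerobically for 48 hrs at 37 deg C; detection reagent follows for 15-30 min at room temperature.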
Tb PFK inh: qHTS Assay to Find Inhibitors of T. brucei phosphofructokinase; ATP-dependent 6-phosphofructokinase (Trypanosoma brucei brucei), O15648; T. brucei PFK, ADP-Glo luminescence; Potency, µM (doses to about 57.5 µM), for inactives: at the top dose activity, negative = inhibition, most hits filed as inhibitors; 330,000 tested, 0.17% active; AID 485367, 2010;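 also: potency is read from the fitted curve at half-maximal effect; 0% = uninhibited 1x PFK enzyme wells and -100% = no-enzyme wells; nearly all actives have a fitted effect of over 60% in size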
Target sequence (O15648 whole entry, looked up): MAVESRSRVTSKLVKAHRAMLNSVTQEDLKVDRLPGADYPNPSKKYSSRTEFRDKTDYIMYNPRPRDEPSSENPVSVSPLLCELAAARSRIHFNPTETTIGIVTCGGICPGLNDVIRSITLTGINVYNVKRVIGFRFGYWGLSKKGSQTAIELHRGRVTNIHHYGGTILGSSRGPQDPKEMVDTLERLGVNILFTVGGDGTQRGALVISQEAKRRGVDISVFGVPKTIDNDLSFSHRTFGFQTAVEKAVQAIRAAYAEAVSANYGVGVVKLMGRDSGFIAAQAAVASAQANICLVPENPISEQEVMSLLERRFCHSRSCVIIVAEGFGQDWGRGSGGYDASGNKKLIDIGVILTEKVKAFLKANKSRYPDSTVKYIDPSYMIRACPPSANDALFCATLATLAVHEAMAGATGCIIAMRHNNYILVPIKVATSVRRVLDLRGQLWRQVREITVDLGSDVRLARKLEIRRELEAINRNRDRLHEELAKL
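PFK 1.25 nM, F6P 0.5 mM, ATP 0.1 mM, 0.1 M TEA pH 8.0, 5 mM MgCl2, 0.01% Tween20, 0.1% BSA; 45 min RT. ADP-Glo readout. qHTS titration up to 57 uM; curves fitted, compounds curve-classed.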
FBPA coupling cs: qHTS Assay for Inhibitors of Fructose-1,6-bisphosphate Aldolase from Giardia Lamblia: Coupling assay counterscreen | coupling enzyme system counterscreen, AmpLite Red fluorescence | activity change, negative = inhibition, % at 58.2 µM, hits read low | 290,000 tested, 0.67% active | AID 2472, 2010; in the data active = activity change below about -30%; also: % is scaled to controls: 0 for no effect and ±100 for the full control effect
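Compounds tested against the coupling enzymes alone at 57.5 uM final; readout was AmpLite Red fluorescence (525/598 nm) after 20 min at RT.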
Chronic BCR inh: qHTS Assay to Find Inhibitors of Chronic Active B-Cell Receptor Signaling; ABC-DLBCL IkBa-CBG/CBR reporter, luminescence ratio, 4 h; AID 493014, 2011; 340,000 tested, 0.05% active; Potency, µM (top dose mostly 46.1 µM), for the others: at the highest dose ratio change, negative = lower green/red ratio, hits mostly inhibitors; active = well fitted inhibition curve with a large enough effect in the signal ratio, with a control signal flat, not every such curve was filed as active; inconclusive = small, poorly fitted or top-dose-only effect, or effect the other way, or a change in a side signal; the % refers to the signal ratio;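 also: potency is read from the fitted curve at half-maximal effect; plate controls were basal doxycycline-induced cells for no effect and cells given 10 µM MG132 for full effect; MG132 reads +100%, hits lower the ratio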
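Cell line TMD8 (human ABC DLBCL), stably expressing tet-inducible CBG68-IkBa fusion and CBR; IMDM/0.5% FBS; cpd up to 46 uM; dox induction, 4 h, 37C/5% CO2; dual luminescence; green/red ratio; MG132 control.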
TSHR antagonist: Antagonists of the Thyroid Stimulating Hormone Receptor: HTS campaign; TSHR-expressing cells, TSH-stimulated cAMP HTRF, 2 h; active compounds read low; activity change, negative = inhibition, % at 11.5 µM; AID 504810, 2011; Thyrotropin receptor (Homo sapiens), P16473; 330,000 tested, 0.2% active;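 active = activity change below a set negative limit, meaning inhibition stronger than a set level, cut at about -70% in these data; inconclusive = activity change between two set negative limits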; also: % is scaled to controls: 0 for no effect and ±100 for the full control effect
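Freshly harvested TSHR cells receive pin-tooled compound, then EC80 TSH at 4nM final. After 2 hours at 37 deg C, antibody in lysis buffer and cAMP-d2 are added; 30 minutes at ambient temperature precede the HTRF read.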
TCR activator: Activators of T cell receptors: qHTS campaign | 330,000 tested, under 10 active | AID 504894, 2011 | Potency, µM (doses to about 9.22 µM), inactives show top-dose activation of IL-2 secretion, hits mostly activators | primary human leukocytes, anti-CD3, IL-2 HTRF, 48 h; also: % of control where 0% means no effect
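Compounds are tested in HTS on primary human leukocytes co-incubated with a-CD3 beads for 48 hr. IL-2 output is measured by time-resolved FRET.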
The depositor's hits bear a star; u = inconclusive; x = no result given; [ ] = dose if it differs, or a comment. Unless noted, calls follow the shape of the dose curve; as a rule, active = well fitted curve in the direction sought with a large enough effect; inconclusive = small, poorly fitted or top-dose-only effect, or another doubt; inactive = no such curve, though single readings can be large; an effect the other way counts as inactive or inconclusive.

SMILES	hERG WT inh	A-T KAP1 phos	MLL CXXC-DNA inh	GALK inhibitor	Giardia killer	Tb PFK inh	FBPA coupling cs	Chronic BCR inh	TSHR antagonist	TCR activator
CCC1(CC)NC(=O)N(CC(=O)OCn2nnc3ccccc3c2=O)C1=O	0.8	-22.6%	27.8%	0.7%	-0.7	4.1%	2.2	-1.6%	13.6	x
CC1(C)COC(c2cc([N+](=O)[O-])ccc2Cl)=N1	0.1	2.6%	8.5%	-2.7%	-17.1	1.5%	0.8	-12.3%	-2.3	-2.8%
CN1C(=O)C(CC(=O)Nc2ccc(F)cc2)N(NC(=O)c2cccc(F)c2)C1=S (stereo not drawn)	1.5	-7.3%	-11.3%	0.0%	2.3	-10.5%	0.9	3.7%	5.1	-2.9%
[O-]/C(=C(\C(=S)Nc1ccc(SC(F)F)cc1)[n+]1ccccc1)c1cc(Cl)ccc1Cl	29.5	-3.8%	7.2%	-4.7%	8.3	4.9%	-0.2	2.1%	u	4.2%
CCc1nc(SCC(=O)OC(C)C)c2ccccc2n1	-2.6	7.3%	1.6%	-3.5%	7.8	0.4%	0.0	3.1%	-15.6	-2.4%
Cc1ccc(C)c(NC(=O)C(C)N2C(=O)c3ccccc3C2=O)c1 (stereo not drawn)	0.7	1.5%	0.4%	1.4%	19.3	-1.4%	3.6	0.9%	2.7	-12.1%
Cc1ccc2c(c1)N(C(=O)c1ccco1)C(C)(C)c1ssc(=S)c1-2	16.8	-3.6%	-7.0%	0.2%	17.8	-2.8%	2.8	20.0%	-23.5	-3.4%
Cc1sc(NC(=O)CN(Cc2ccc(F)cc2)C(=O)C(C)(C)C)c(C(N)=O)c1C	-11.7	0.0%	1.5%	-1.8%	2.6	-1.7%	1.6	0.5%	-7.2	5.0%[46.1 µM]
CCN(CC)CCCn1c(=S)[nH]c2ncccc2c1=O	-5.9	3.5%	3.9%	2.8%	-1.9	-5.0%	-0.1	-19.5%	-7.6	1.6%
Cc1nonc1C(=O)N/N=C/c1ccc(O)c(O)c1	-3.7	x	21.6%	3.9%	-5.7	-12.2%	3.7	u	-24.1	0.4%[46.1 µM]
O=C(CN1CCCCC1)Nc1cc(Cl)ccc1Cl	-17.1	12.0%	6.3%	1.4%	7.7	7.7%	0.9	3.3%	7.2	8.5%
O=C(CCSc1ccc(F)cc1)NNC(=O)c1ccccc1Cl	-1.6	1.0%	x	x	-16.1	-8.7%	x	3.5%	-5.4	0.3%
COC(=O)c1ccccc1NC(=O)c1ccccc1N(C)S(C)(=O)=O	-3.7	-3.2%	-0.2%	0.2%	-2.3	-0.7%	-0.6	u	4.6	-0.4%
CCCn1ncc(CN2CCC(n3nccc3NC(=O)CCc3ccccc3)CC2)c1C	51.8	-0.5%	6.6%	3.6%	-13.1	0.0%	0.7	-2.9%	10.5	-0.3%
O=C(CN1CCc2ccccc2C1)Nc1ccccc1F	-0.9	7.9%	-1.3%	-3.7%	8.3	6.6%	1.5	1.9%	51.7	x
O=C(N[C@@H](Cc1ccccc1)C(=O)N1CCN(S(=O)(=O)c2ccc(F)cc2)CC1)c1ccco1	-8.2	-3.5%	x	x	2.7	-3.1%	x	-3.6%	-5.7	-0.9%
CCCCNC(c1ccccc1)c1ccncc1 (stereo not drawn)	-8.0	x	-5.2%	-0.9%	-21.3	0.2%	2.4	-6.4%	-5.5	-2.8%
O=c1c2c([nH]c3ccccc13)CCCCCC2	-2.7	-1.2%	-0.5%	1.1%	-3.6	-0.4%	1.2	2.5%	-4.6	3.4%
O=C(COc1ccccc1[N+](=O)[O-])Nc1cccc(S(=O)(=O)N2CCCC2)c1	-10.2	-25.2%	x	x	-6.5	5.1%	x	u	-14.3	-2.3%[46.1 µM]
CC(=O)[C@@H]1[C@@H]2C(=O)N(C3CCCCC3)C(=O)[C@@H]2C2c3ccccc3C=CN21 (stereo partly drawn)	x	0.8%	-19.0%	-0.1%	x	1.1%	x	u	5.8	x
COc1ccc(C(=O)N2CCN(Cc3ccccc3C)CC2)cc1OC	10.8	4.4%	10.2%	-1.4%	-10.0	-5.2%	0.2	u	-0.4	5.0%
Cc1ccc(NC(=O)C(=O)NCCOc2ccc(Cl)cc2)c(C)c1	-4.8	-3.0%	-0.3%	0.5%	-12.6	0.0%	2.4	6.5%	3.5	-1.1%[46.1 µM]
O=C(c1ccc(Cl)c(S(=O)(=O)N2CCOCC2)c1)N1CCCCCC1	0.3	-8.1%	4.5%	11.1%	-27.4	3.6%	1.4	5.7%	4.1	-4.9%
CC1(C)Cc2ccccc2C(=NC(Cc2ccccc2)C(=O)O)N1 (stereo not drawn)	-5.8	8.2%	-0.6%	-8.0%	-13.3	-2.6%	1.5	-2.4%	51.0	3.0%

Another view of part of the listing above:
| Molecule | hERG WT inh | A-T KAP1 phos | MLL CXXC-DNA inh | GALK inhibitor | Giardia killer | Tb PFK inh | FBPA coupling cs | Chronic BCR inh | TSHR antagonist | TCR activator |
| --- | --- | --- | --- | --- | --- | --- | --- | --- | --- | --- |
| O=C(CN1CCc2ccccc2C1)Nc1ccccc1F | -0.9 | 7.9% | -1.3% | -3.7% | 8.3 | 6.6% | 1.5 | 1.9% | 51.7 | x |
| O=C(N[C@@H](Cc1ccccc1)C(=O)N1CCN(S(=O)(=O)c2ccc(F)cc2)CC1)c1ccco1 | -8.2 | -3.5% | x | x | 2.7 | -3.1% | x | -3.6% | -5.7 | -0.9% |

Only Chronic BCR inh, for some of the entries so far:
compound | Chronic BCR inh
O=C(CN1CCCCC1)Nc1cc(Cl)ccc1Cl | 3.3%
O=C(CCSc1ccc(F)cc1)NNC(=O)c1ccccc1Cl | 3.5%
COC(=O)c1ccccc1NC(=O)c1ccccc1N(C)S(C)(=O)=O | u
CCCn1ncc(CN2CCC(n3nccc3NC(=O)CCc3ccccc3)CC2)c1C | -2.9%

More compounds follow:
SMILES	hERG WT inh	A-T KAP1 phos	MLL CXXC-DNA inh	GALK inhibitor	Giardia killer	Tb PFK inh	FBPA coupling cs	Chronic BCR inh	TSHR antagonist	TCR activator
CC(C)(CO)NC(=O)c1ccc2c(c1)C(=O)c1ccccc1-2	1.5	0.708µM*	-10.1%	-4.3%	9.0	1.8%	-1.7	1.0%	-4.9	-3.6%
COC(=O)CC(=O)N1CCN(c2ccc(Cl)c(Cl)c2)CC1	1.0	1.4%	5.6%	0.3%	-7.2	u	3.9	-8.6%	-1.6	-2.6%
O=C(CSc1nnnn1-c1cccc2ccccc12)Nc1ccc(C(=O)O)cc1	-6.8	1.7%	-1.1%	1.3%	2.6	4.6%	5.5	1.2%	-2.4	-4.7%
Cc1ccc2nc(-c3sc4nc(C)ccc4c3N)[nH]c2c1	-20.6	3.1%	-7.1%	0.0%	6.7	-10.6%	-0.2	u	-1.6	-5.3%[46.1 µM]
CCN(CC(=O)Nc1ccc(NC(C)=O)cc1)C(=O)/C=C/c1ccccc1	8.6	3.9%	x	x	-18.5	-7.2%	x	-4.5%	-7.2	-0.5%
CCOC(=O)C1=C(C)NC(=S)NC1/C=C/c1ccccc1 (stereo not drawn)	6.3	1.0%	-1.3%	0.6%	-20.8	0.5%	0.9	-6.3%	14.7	4.9%[46.1 µM]
O=C(O)COc1ccc(S(=O)(=O)NCCc2ccccc2)cc1	-7.7	-6.8%	0.8%	1.2%	-25.3	6.1%	1.7	0.6%	-3.6	2.2%
C/C(CC(=O)c1ccccc1)=N\NC(=O)CC#N	1.0	-4.9%	6.5%	0.6%	-6.4	3.3%	6.2	-11.2%	5.8	1.8%
Cc1noc(C)c1S(=O)(=O)Nc1ccc(C(=O)N2CCN(c3ccc(Cl)cc3)CC2)cc1	-6.6	0.9%	5.1%	-0.3%	8.2	-3.7%	4.5	0.3%	-18.3	1.0%
O=C(NCC1CCCO1)C1CCN(S(=O)(=O)c2cccc3nonc23)CC1 (stereo not drawn)	-0.6	8.1%	0.6%	-2.0%	-4.5	2.3%	-0.2	5.7%	-6.3	-1.7%

Screening results (PubChem BioAssay)

Rows were taken by chance. About 1.6% of those tested had a hit in this group.
